TrxR1 inh – qHTS Assay for Inhibitors of Mammalian Selenoprotein Thioredoxin Reductase 1 (TrxR1): qHTS; 390,000 tested, 1% active; Potency, µM (doses to about 114 µM), inactives show at the highest dose activity change, negative = inhibition, actives largely listed as inhibitors; Thioredoxin reductase 1, cytoplasmic (Rattus norvegicus), O89049; recombinant rTrxR1, NADPH fluorescence consumption, selenite substrate; also: % is scaled to controls: 0 for no effect and ±100 for the full control effect; nearly all actives have a fitted effect of over 65% in size
Target sequence (O89049 whole entry, looked up): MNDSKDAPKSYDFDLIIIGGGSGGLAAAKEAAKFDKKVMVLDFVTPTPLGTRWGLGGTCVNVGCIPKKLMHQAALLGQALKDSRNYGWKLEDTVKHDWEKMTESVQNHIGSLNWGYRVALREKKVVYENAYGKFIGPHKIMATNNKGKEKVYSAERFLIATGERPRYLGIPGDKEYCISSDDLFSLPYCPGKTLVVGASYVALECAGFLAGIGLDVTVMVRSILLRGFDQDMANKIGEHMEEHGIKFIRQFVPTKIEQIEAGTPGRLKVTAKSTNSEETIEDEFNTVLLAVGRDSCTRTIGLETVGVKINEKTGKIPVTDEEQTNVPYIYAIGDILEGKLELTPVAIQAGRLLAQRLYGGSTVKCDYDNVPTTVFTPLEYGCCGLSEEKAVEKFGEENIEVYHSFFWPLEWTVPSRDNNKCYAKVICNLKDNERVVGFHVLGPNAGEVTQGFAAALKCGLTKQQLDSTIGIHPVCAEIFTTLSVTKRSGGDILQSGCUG
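Rat TrxR1 (90 nM in the dispensed reagent) was pre-reduced with 400 uM NADPH for 5 min at room temperature, then incubated with compound for 15 min. After 400 uM selenite was added, NADPH fluorescence (Ex 340/Em 450 nm) was followed for 8 min.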
GLS inhibitor – qHTS for Inhibitors of Glutaminase (GLS) | Glutaminase kidney isoform, mitochondrial (Homo sapiens), O94925 | GLS enzymatic activity, qHTS titration | Potency, µM (top dose mostly 45.5 µM), without a hit: at the top dose activity change, negative = inhibition, hits mostly inhibitors | 410,000 tested, 0.21% active; also: % is scaled to controls: 0 for no effect and ±100 for the full control effect
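hKGA in 45 mM KH2PO4 pH 8.2, 0.02% Tween-20 with pin-transferred compounds; 1 mM L-glutamine (stock) plus glutamate oxidase/HRP/Amplex Red coupling added. Fluorescence read initially and after 30 min at RT.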
JMJD2A Tudor – qHTS Assay for Inhibitors of JMJD2A-Tudor Domain. Lysine-specific demethylase 4A (Homo sapiens), O75164. AlphaScreen JMJD2A-Tudor / H3K4me3 peptide binding. 390,000 tested, 4.4% active. Potency, µM (doses to about 114 µM), without a hit: top-dose activity change, negative = inhibition, actives largely listed as inhibitors; also: % is scaled to controls: 0 for no effect and ±100 for the full control effect; nearly all actives have a fitted effect of over 50% in size
RGS4 inhibitor – Inhibitors of Regulator of G Protein Signaling (RGS) 4: qHTS | 390,000 tested, 0.039% active | Potency, µM (series often up to 114 µM), inactives show at the highest dose activity change, negative = inhibition, hits mostly inhibitors | Regulator of G-protein signaling 4 (Homo sapiens), P49798 | Transcreener GDP fluorescence polarization, RGS4-accelerated GTP hydrolysis; also: % is scaled to controls: 0 for no effect and ±100 for the full control effect; nearly all actives have a fitted effect of over 75% in size; some results filed as inactive show a strong effect at the top dose
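MLSMR compounds (23 nl, pin-transferred) preincubated 10 min at room temperature with a 500nM (2x) first reagent, then RGS4 at 900nM (2x) plus Transcreener GDP mix added; fluorescence polarization (620/688 nm) read before and after 90 min at 30 °C.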
ALOX12 inh – Primary qHTS assay for inhibitors of human arachidonate 12S-lipoxygenase (ALOX12): Round 2; purified 12hLO, xylenol orange hydroperoxide absorbance; Potency, µM (series often up to 108 µM), without a hit: at the top dose activity change, negative = inhibition, usual class: inhibitors; 580,000 tested, 1.1% active; also: % is scaled to controls: 0 for no effect and ±100 for the full control effect
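Purified human 12hLO at 150 nM in 25 mM Hepes, 0.01% Triton X-100, pH 7.0, preincubated 15 min at room temperature with compound. Reaction started with 40 uM arachidonic acid, 30 min at room temperature. Hydroperoxide measured by Fe-xylenol orange, 573/405 nm absorbance ratio.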
Pin1 inh – qHTS Assay to Find Inhibitors of Pin1; Pin1 FP peptide displacement, HiFluor488, 10 min; Peptidyl-prolyl cis-trans isomerase NIMA-interacting 1 (Homo sapiens), Q13526; Potency, µM (titrated, usually from 115 µM), inactives show at the highest dose activity, negative = inhibition, usual class: inhibitors; 390,000 tested, 0.009% active; active = well fitted inhibition curve with a large enough effect in the polarisation, with a control signal flat, not every such curve was filed as active; inconclusive = small, poorly fitted or top-dose-only effect, or effect the other way, or a change in a side signal; inactive = no such curve, though single readings can be large or run the other way; the % refers to the polarisation; also: % is scaled to controls: 0 for no effect and ±100 for the full control effect
Tb PGK inh – qHTS Assay to Find Inhibitors of Phosphoglycerate Kinase | 380,000 tested, 0.043% active | Potency, µM (top dose mostly 57.5 µM), without a hit: at the top dose activity change, negative = inhibition, most hits filed as inhibitors | AID 602233, 2012 | PGK/GAPDH coupled, Kinase-Glo luminescence, 60 min; also: % is scaled to controls: 0 for no effect and ±100 for the full control effect; nearly all actives have a fitted effect of over 60% in size
Target sequence (P07378 whole entry, looked up): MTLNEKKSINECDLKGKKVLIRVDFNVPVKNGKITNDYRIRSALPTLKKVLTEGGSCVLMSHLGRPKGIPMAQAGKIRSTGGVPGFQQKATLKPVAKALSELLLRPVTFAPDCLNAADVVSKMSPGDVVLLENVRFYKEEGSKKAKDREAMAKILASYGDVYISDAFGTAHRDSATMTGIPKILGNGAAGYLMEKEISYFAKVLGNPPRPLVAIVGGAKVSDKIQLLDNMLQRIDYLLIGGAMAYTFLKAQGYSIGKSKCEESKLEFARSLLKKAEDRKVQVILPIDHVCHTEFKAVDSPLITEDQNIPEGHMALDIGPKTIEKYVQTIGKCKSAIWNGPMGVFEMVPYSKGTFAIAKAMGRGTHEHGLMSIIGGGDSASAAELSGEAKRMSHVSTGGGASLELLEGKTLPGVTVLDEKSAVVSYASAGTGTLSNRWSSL
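Luminescent ATP detection (Kinase-Glo Plus) follows a 60-minute room-temperature incubation, with wells lacking PGK as controls. Buffer: 100 mM TEA (pH 7.6), 5 mM MgCl2, 0.01% Tween-20. Coupling enzyme GAPDH (100 nM final) supplies unstable 1,3-BPG in-well.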
ERG Ets-DNA blk – qHTS for Small Molecule Inhibitors of the ERG Ets/DNA interaction; Transcriptional regulator ERG (Homo sapiens), P11308; fluorescence polarization, His-ERG Ets domain / labelled DNA; Potency, µM (doses to about 76.9 µM), inactives show at the top dose FP activity, negative = inhibition, actives largely listed as inhibitors; 370,000 tested, 0.028% active; active = well fitted inhibition curve with a large enough effect in the polarisation, with a control signal flat; inconclusive = small, poorly fitted or top-dose-only effect, or effect the other way, or a change in a side signal; inactive = no such curve, though single readings can be large or run the other way; the % refers to the polarisation;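 also: polarization taken with two DNA probes labelled with fluorescein and Texas red; % of control where 0% means no effect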
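His-tagged ERG Ets domain (1 uM in the protein solution; 300mM KCl, 50mM Tris-HCl, 1mM EDTA, 1mM DTT, pH 7.5) received compound, then a probe mix of 5 nM fluorescein-DNA and 100nM Texas-615-DNA. Fluorescence polarization was read for both dyes.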
HP1b binding inh – HTS for Inhibitors of HP1-beta Chromodomain Interactions with Methylated Histone Tails | AID 540317, 2011 | 390,000 tested, 0.56% active | Potency, µM (titrated, usually from 114 µM), without a hit: at the highest dose activity change, negative = inhibition, most hits filed as inhibitors | AlphaScreen HP1-beta / biotin-H3K9me3 peptide binding; also: nearly all actives have a fitted effect of over 70% in size; inactives centre near 23
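HP1-beta protein (50 nM final) preincubated 30 min at room temperature with biotinylated H3(1-18)K9me3 peptide (50 nM) in PBS pH 7.4, 0.01% Tween-20, then compound added for 30 min. AlphaScreen streptavidin donor/nickel chelate acceptor beads (10 ug/mL final), 30 min dark, luminescence read.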
Active calls of the source: *; i = inactive; ? = inconclusive; . = no result given; & = joins results of further samples; [ ] = another dose, or the depositor's remark. Unless noted, calls follow the shape of the dose curve; as a rule, active = well fitted curve in the direction sought with a large enough effect; inconclusive = small, poorly fitted or top-dose-only effect, or another doubt; inactive = no such curve, though single readings can be large; an effect the other way counts as inactive or inconclusive. Potency is read from the fitted curve at half-maximal effect. These rows are one share of the data, so the mix of outcomes need not match the whole.

SMILES | TrxR1 inh | GLS inhibitor | JMJD2A Tudor | RGS4 inhibitor | ALOX12 inh | Pin1 inh | Tb PGK inh | ERG Ets-DNA blk | HP1b binding inh
COc1cccc(CNC(=O)c2c(O)nc3ccccn3c2=O)c1 | 13% | 4% | -12% | 1% | -16% | -4% | -6% | 2% | 17%
CC(C)(CO)Nc1nc(Nc2ccccc2)nc(Nc2ccccc2)n1 | 12% | 8% | -33% | 6% | ? | 3% | -3% | 2% | 7%
COc1cccc(NS(=O)(=O)Cc2ccccc2)c1 | 19% | 11% | -10% | -7% | -24% | -1% | 0% | -2% | 27%
CCCCC(CC)CNC(=O)CCCn1c(=O)[nH]c2ccsc2c1=O (centres undefined) | 9% | 2% | -2% | 23% | -22% | 6% | 3% | 2% | 25%
OCCN(Cc1ccccc1)Cc1ccccc1F | 7% | -4% | 1.8µM* | -11% | ? | -8% | -8% | -7% | 45µM*
CCN(CCCNC(=O)c1nn(-c2ccc(OC)cc2)c(=O)c2c1c1ccccc1n2C)c1ccccc1 | -8% | 4% | -8% | -3% | -33% | 0% | . | -5% | 30%
CC(C)(C)c1ccc(OCC(O)CN2CCOCC2)cc1 (centres undefined) | 7%[57.1 µM] | -7% | 3% | -14% | ? | -1% | -1% | 8% | 22%
CCC(OC(=O)CN1C(=O)C(=O)c2ccccc21)C(=O)Nc1ccccc1OC (centres undefined) | 1%[57.1 µM] | -2% | -13% | -11% | 0% | 0% | -11% | -12% | 15%
Cn1nc(-c2ccc(Cl)cc2)cc1NC(=O)CSCC(=O)O | 1%[57.1 µM] | 5% | -9% | 2% | 3% | 9% | 7% | -4% | 6%
CCOC(=O)c1cc(-c2ccccc2C)nn1Cc1cc(CC)no1 | 32% | -7% | 119%[activator] | 3% | 7.9µM* | -2% | i | -1% | 205%[activator]
Cc1ccc(OCC(=O)N2CCN(S(=O)(=O)c3ccc4c(c3)OCCO4)CC2)c(C)c1 | 16% | -8% | -22% | -2% | -2% | 11% | -1% | 11% | 32%
NNC(=O)c1ccc(O)cc1O | 9% | 24% | -30% | 17% | 10% | -1% | -3% | 2% | 5%
CCN(CC)CC(=O)N1c2ccccc2Sc2ccccc21 | -3% | 0% | -1% | -8% | -26% | -8% | -1% | -18% | 25%
CCCNC(=O)c1ccc2nc(-c3ccccc3)c(-c3ccccc3)nc2c1 | ? | -7% | -6%[11.4 µM] | -4%[11.4 µM] | 29% | ? | 1% | 6% | 45%[activator]
CN1CCN(S(=O)(=O)c2cccc(C(=O)N(Cc3ccccc3)c3ccccc3)c2)CC1 | 7% | 5% | -11% | 9% | 202%[activator] | 6% | -7% | -2% | -5%
C=CCN1C(=O)/C(=C/c2cccs2)S/C1=N\S(=O)(=O)c1ccc(F)cc1 | 9% | 6% | -17% | 23% | -15% | ? | 4% | -7% | 1%
CCCCSCCCNC(=O)C1CCC(CNS(=O)(=O)c2ccccc2)CC1 (centres undefined) | 9% | -10%&0% | -10%&-17% | -14%&-4% | 0%&-20% | 3%&0% | 1%&-8% | -15%&2% | 23%&7%
CN(C)c1ccc(C(c2ccc(N(C)C)cc2)c2ccc([N+](=O)[O-])cc2)cc1 | 22% | 24% | 10µM* | 6% | -15% | ? | 1% | -8% | 8.9µM*
CN(CC(=O)Nc1cccc(F)c1)C(=O)CN1c2cccc3cccc(c23)S1(=O)=O | -3% | 0% | -26% | 6% | ? | ? | 1% | -3% | 5%
O=C(CC1(O)C(=O)N(Cc2ccccc2Cl)c2ccccc21)c1ccco1 (centres undefined) | -9% | -15% | -14% | -2% | ? | -5% | -3% | -1% | 10%
COc1cccc(NC(=O)c2cc(CN3CCOCC3)on2)c1 | 9%[57.1 µM] | 13% | -17% | 6% | -4% | -2% | 4% | 1% | 19%
O=C(COc1ccc(F)cc1)Nc1ccc2nc(SCCOc3ccccc3)sc2c1 | 25% | -14% | -10% | 5% | -2% | -4% | i | 0% | 15%
CCOc1ccc(NC(=O)COc2ccc(-n3cnnn3)cc2)cc1 | 14% | 2% | -8% | 1% | 1% | 3% | i | -5% | 67%[activator]
Cc1ccccc1C(=O)O/N=C(\N)Cc1cccs1 | 14% | 0% | 0% | -2% | . | -4% | -8% | 1% | 56%[activator]
CN1CCN(C(=O)c2cnn(-c3ccccc3)c2NC(=O)c2ccccc2)CC1 | 7% | 3% | -8% | -3%[11.4 µM] | 5% | 2% | 1% | -6% | 28%

Two of the compounds above, as labelled records:
CCC(OC(=O)CN1C(=O)C(=O)c2ccccc21)C(=O)Nc1ccccc1OC (centres undefined)
  TrxR1 inh = 1%[57.1 µM]	GLS inhibitor = -2%	JMJD2A Tudor = -13%	RGS4 inhibitor = -11%	ALOX12 inh = 0%	Pin1 inh = 0%	Tb PGK inh = -11%	ERG Ets-DNA blk = -12%	HP1b binding inh = 15%

Cn1nc(-c2ccc(Cl)cc2)cc1NC(=O)CSCC(=O)O
  TrxR1 inh = 1%[57.1 µM]	GLS inhibitor = 5%	JMJD2A Tudor = -9%	RGS4 inhibitor = 2%	ALOX12 inh = 3%	Pin1 inh = 9%	Tb PGK inh = 7%	ERG Ets-DNA blk = -4%	HP1b binding inh = 6%

Remaining list, next part:
SMILES | TrxR1 inh | GLS inhibitor | JMJD2A Tudor | RGS4 inhibitor | ALOX12 inh | Pin1 inh | Tb PGK inh | ERG Ets-DNA blk | HP1b binding inh
CCN(CC)c1ccc(NC(=S)NC(=O)C2CCC2)cc1 | 45µM* | 37%[activator] | 45µM* | -28% | ? | 10% | -7% | 12% | ?
COc1cc(O)c(C(C)=O)c2c1C=CC(C)(C)O2 | -19% | -3% | 33% | -15% | 3% | 1% | 0% | 1% | 77%[activator]
Cc1cccc2cc(C#N)c(SCC(=O)NCC3CCCO3)nc12 (centres undefined) | 2% | 0% | -11% | -12% | 0% | 12% | -3% | -4% | 23%
CCCCn1c(SCC(=O)Nc2nnc(CC)s2)nc2c1c(=O)n(C)c(=O)n2C | -6% | -2% | -9% | 9% | -16% | 0% | -4% | -3% | 20%
O=C(COc1ccc2c(c1)OCO2)Nc1nncs1 | 21% | 12% | -4% | 5% | -6% | 5% | -2% | 5% | 16%
O=C(NCc1ccc2c(c1)CCN2C(=O)c1ccccc1)c1ccco1 | 5%[57.1 µM] | 2% | -5% | 16% | -10% | -2% | 1% | 1% | 23%
CCCCn1c(NCCO)nc2ccccc21 | 17% | 18% | -6% | 6% | -4% | 2% | -7% | -2% | 31%
CN1CCN(c2oc(-c3cccs3)nc2S(=O)(=O)c2ccccc2)CC1 | -7% | 0% | -17% | 0% | 0% | -8% | -2% | 8% | 19%
Cc1cc(C)c(C(=O)c2ccc(C(=O)N3CCCCC3)cc2)c(C)c1 | 8% | -3% | -28% | -13% | -23% | -2% | -4% | 11% | 23%
Nc1c(C(=O)OCC(=O)Nc2cccc([N+](=O)[O-])c2)[nH]c(=O)[nH]c1=O | 4%[57.1 µM] | 10% | 79µM* | -18% | . | ? | 18µM* | 1% | 13%
Cc1ccc(-c2nnc(Nc3ccc(C(N)=O)cc3)c3ccccc23)cc1S(N)(=O)=O | 5%[57.1 µM] | -9% | -1% | -10% | -24% | 2% | 2% | -1% | 31%
CCOC(=O)c1c(CN2CCOCC2)oc2ccc(OC(C)=O)cc12 | 2%[57.1 µM] | 74%[activator] | -5% | -10% | 0% | -8% | 0% | -10% | 34%
Cc1cc2c(c(C)c1Cl)C(c1ccc3c(c1)OCO3)CC(O)(c1ccccc1)O2 (centres undefined) | 6% | . | -35% | -4% | . | 9% | . | . | 18%
Cc1ccc(C(=O)OCc2cc3ccccc3[nH]c2=O)cc1 | 8% | 3% | -12% | 44% | 10% | 5% | 0% | . | 16%

3 of the compounds above, in markdown.
| SMILES | TrxR1 inh | GLS inhibitor | JMJD2A Tudor | RGS4 inhibitor | ALOX12 inh | Pin1 inh | Tb PGK inh | ERG Ets-DNA blk | HP1b binding inh |
| --- | --- | --- | --- | --- | --- | --- | --- | --- | --- |
| CCC(OC(=O)CN1C(=O)C(=O)c2ccccc21)C(=O)Nc1ccccc1OC (centres undefined) | 1%[57.1 µM] | -2% | -13% | -11% | 0% | 0% | -11% | -12% | 15% |
| Cn1nc(-c2ccc(Cl)cc2)cc1NC(=O)CSCC(=O)O | 1%[57.1 µM] | 5% | -9% | 2% | 3% | 9% | 7% | -4% | 6% |
| CCOC(=O)c1cc(-c2ccccc2C)nn1Cc1cc(CC)no1 | 32% | -7% | 119%[activator] | 3% | 7.9µM* | -2% | i | -1% | 205%[activator] |

Screening data as filed in PubChem.
